Assay outcomes: PubChem, National Center for Advancing Translational Sciences (NCATS)
TrxR1 inh: inhibitors of rat thioredoxin reductase 1; O89049; recombinant rTrxR1, NADPH fluorescence consumption, selenite substrate; AID 588453; 390,000 tested, 1% active; Potency, µM (titrated, usually from 114 µM), without a hit: top-dose activity change, negative = inhibition, usual class: inhibitors; note: % is set by controls: 0 for no effect and ±100 for the full control effect; nearly all actives have a fitted effect of over 65% in size
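Rat TrxR1 (90 nM in the dispensed reagent) was pre-reduced with 400 uM NADPH for 5 min at room temperature, then incubated with compound for 15 min. After 400 uM selenite was added, NADPH fluorescence (Ex 340/Em 450 nm) was followed for 8 min.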
IDH1 R132H inh: human IDH1 R132H inhibition; O75874; IDH1-R132H enzyme, NADPH consumption, diaphorase/resazurin fluorescence; Potency, µM (doses to about 76.6 µM), without a hit: at the highest dose activity change, negative = inhibition, hits mostly inhibitors; 390,000 tested, 0.093% active; AID 602179; note: % is set by controls: 0 for no effect and ±100 for the full control effect; nearly all actives have a fitted effect of over 65% in size
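IDH1-R132H (0.5 ug/mL) preincubated 30 min with compound, then NADPH (0.016 mM) and alpha-KG (2 mM) added; 80 min at RT, pH 7.5. Remaining NADPH coupled via diaphorase/resazurin to fluorescence (540/590 nm); concentration-response curves normalized to no-enzyme control.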
RXFP1 ag: RXFP1 (human) receptor agonism | HEK293T-RXFP1 cAMP TR-FRET, 30 min; response scale: percent of porcine relaxin response, buffer zero | AID 2676 | 370,000 tested, 0.3% active | Q9HBX9 | Potency, µM (top dose mostly 57.5 µM), for inactives: top-dose activation, usual class: activators; note: % is set by controls: 0 for no effect and ±100 for the full control effect; nearly all actives have a fitted effect of over 60% in size; many of its hits are not listed in these tables
Target sequence (Q9HBX9 whole entry, looked up): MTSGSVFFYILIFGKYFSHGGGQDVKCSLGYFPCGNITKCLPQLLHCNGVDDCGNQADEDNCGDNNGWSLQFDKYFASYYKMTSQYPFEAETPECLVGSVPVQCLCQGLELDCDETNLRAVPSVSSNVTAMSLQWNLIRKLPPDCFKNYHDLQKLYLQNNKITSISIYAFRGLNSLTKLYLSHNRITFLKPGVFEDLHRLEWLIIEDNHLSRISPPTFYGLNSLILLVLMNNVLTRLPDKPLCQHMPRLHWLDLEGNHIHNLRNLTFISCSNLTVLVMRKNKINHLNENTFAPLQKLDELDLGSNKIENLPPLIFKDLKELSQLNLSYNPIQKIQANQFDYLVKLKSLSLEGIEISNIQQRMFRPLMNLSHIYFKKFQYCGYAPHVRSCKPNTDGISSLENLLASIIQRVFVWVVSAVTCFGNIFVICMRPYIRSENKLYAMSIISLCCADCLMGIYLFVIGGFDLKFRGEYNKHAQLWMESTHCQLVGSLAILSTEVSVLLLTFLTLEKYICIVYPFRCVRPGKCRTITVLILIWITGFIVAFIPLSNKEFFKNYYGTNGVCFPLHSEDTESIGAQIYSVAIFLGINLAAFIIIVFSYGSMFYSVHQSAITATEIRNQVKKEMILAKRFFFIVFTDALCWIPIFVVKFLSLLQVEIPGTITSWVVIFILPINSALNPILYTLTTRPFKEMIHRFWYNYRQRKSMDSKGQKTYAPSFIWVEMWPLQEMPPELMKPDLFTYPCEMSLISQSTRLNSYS
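Agonist response is measured as cAMP accumulation in an RXFP1-transfected HEK293T line under PDE4 inhibition. Values are scaled between buffer-only and 29 nM porcine relaxin, and EC50s come from standard Hill equation fits.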
Vif-APOBEC3F blk: blocks the Vif interaction with APOBEC3F. HeLa A3F-eYFP + Vif (tagged APOBEC3F with the HIV-1 protein that degrades it), YFP fluorescence increase. Potency, µM (top dose mostly 46.1 µM), for the others: at the top dose activity, negative = active. 390,000 tested, 0.2% active; note: % of control where 0% means no effect; nearly all actives have a fitted effect of over 65% in size
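Fluorescence increase (Ex 488/Em 500-530) after overnight compound treatment at 37 deg C flags inhibition of Vif-driven A3F-eYFP loss in stable HeLa A3F-eYFP/Vif cells seeded overnight beforehand.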
USP1-UAF1 inh: USP1/UAF1 (human) deubiquitinase inhibition | recombinant USP1/UAF1, Ub-Rhodamine cleavage fluorescence | O94782 | Potency, µM (top dose mostly 57.1 µM), for the others: at the top dose activity change, negative = inhibition, usual class: inhibitors | 390,000 tested, 0.23% active; note: % is set by controls: 0 for no effect and ±100 for the full control effect; nearly all actives have a fitted effect of over 60% in size; inactives centre near -12
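USP1/UAF1 complex (1 nM) preincubated 15 min at room temperature with compound, then Ub-Rho substrate (150 nM final) added. Kinetic fluorescence at 480/540 nm over 6 reads at 60 s intervals; 50 mM HEPES pH 7.8, 0.5 mM EDTA, 0.1 mg/ml BSA, 1 mM TCEP, 0.01% Tween-20.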
RGS4 inhibitor: blocks human RGS4-accelerated GTP hydrolysis; P49798; Transcreener GDP fluorescence polarization, RGS4-accelerated GTP hydrolysis; 390,000 tested, 0.039% active; Potency, µM (doses to about 114 µM), for inactives: at the highest dose activity change, negative = inhibition, most hits filed as inhibitors; note: % is set by controls: 0 for no effect and ±100 for the full control effect; nearly all actives have a fitted effect of over 75% in size; some results filed as inactive show a strong effect at the top dose
Target sequence (P49798 whole entry, looked up): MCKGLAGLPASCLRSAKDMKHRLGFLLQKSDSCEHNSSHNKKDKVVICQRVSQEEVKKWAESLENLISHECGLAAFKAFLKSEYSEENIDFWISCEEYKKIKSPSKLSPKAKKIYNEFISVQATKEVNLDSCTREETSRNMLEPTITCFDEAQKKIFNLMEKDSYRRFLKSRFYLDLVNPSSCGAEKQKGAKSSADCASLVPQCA
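MLSMR compounds (23 nl, pin-transferred) preincubated 10 min at room temperature with a 500nM (2x) first reagent, then RGS4 at 900nM (2x) plus Transcreener GDP mix added; fluorescence polarization (620/688 nm) read before and after 90 min at 30 °C.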
TrxR1 substrate: is turned over as a substrate by rat TrxR1 | O89049 | purified TrxR1 substrate turnover, NADPH consumption readout | Potency, µM (doses to about 114 µM), for the others: at the highest dose activity change, negative = substrate turnover | 390,000 tested, 0.01% active | AID 588456; note: % is set by controls: 0 for no effect and ±100 for the full control effect; nearly all actives have a fitted effect of over 50% in size
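Rat TrxR1, dispensed at 90 nM, was prereduced with 400 uM NADPH (final) for 5 min at ~22 deg C, then incubated with compound 15 min before 400 uM selenite. A first-read NADPH fluorescence drop versus no-compound background flagged substrates.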
Vif-A3G inh: blocks the Vif interaction with human APOBEC3G. 410,000 tested, 0.076% active. Q9HC16. Potency, µM (titrated, usually from 46.1 µM), inactives show at the highest dose activity, negative = active, actives largely listed as inhibitors. HeLa A3G-eYFP + Vif (tagged APOBEC3G with the HIV-1 protein that degrades it), YFP fluorescence, overnight;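 note: % is set by controls: 0 for no effect and ±100 for the full control effect; nearly all actives have a fitted effect of over 60% in size; hits raise eYFP signal because A3G escapes Vif-driven loss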
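HeLa cells stably expressing Vif and C-terminally eYFP-tagged A3G, seeded overnight at 37 deg C, then exposed to compound by pintool overnight at 37 deg C. Rise in yellow fluorescence (Ex 488/Em 500-530, Acumen) marks blocked Vif-driven A3G degradation.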
ALOX12 inh: blocks human arachidonate 12S-lipoxygenase. P18054. Potency, µM (series often up to 108 µM), for the others: at the top dose activity change, negative = inhibition, actives largely listed as inhibitors. purified 12hLO, xylenol orange hydroperoxide absorbance. 580,000 tested, 1.1% active; note: % is set by controls: 0 for no effect and ±100 for the full control effect
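Purified human 12hLO (150 nM final) in 25 mM Hepes, 0.01% Triton X-100, pH 7.0 was preincubated 15 min at room temperature with compound. Then 40 uM arachidonic acid was added, 30 min. Hydroperoxide was read by Fe-XO absorbance ratio 573/405 nm.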
* hit, by the source's call; ? = inconclusive; . = not tested or not shown; [ ] = dose if it differs, or a comment. Calls come from the whole dose curve; as a rule, active = well fitted curve in the direction sought with a large enough effect; inconclusive = small, poorly fitted or top-dose-only effect, or another doubt; inactive = no such curve, though single readings can be large; an effect the other way counts as inactive or inconclusive. Potency is the fitted concentration of half-maximal effect. This is a subset, so the mix of outcomes need not match the whole.

SMILES	TrxR1 inh	IDH1 R132H inh	RXFP1 ag	Vif-APOBEC3F blk	USP1-UAF1 inh	RGS4 inhibitor	TrxR1 substrate	Vif-A3G inh	ALOX12 inh
O=C(O)C(NS(=O)(=O)c1ccc(F)cc1)c1ccccc1 (configuration not stated)	16%	5%	5.6%	14%	-26%	-4%	5%	2%	-2%
Cc1ccc(Cl)c(OCCCN(C)Cc2ccccc2)c1	14%	4%	-1.6%	0%	-5%	11%	0%	-1%	?
Cc1cc(OCCN2CCCC2)cc(C(C)C)c1	-3%	6%	0.8%	-2%	-14%	11%	-3%	-3%	?
CN(N)c1nc(-c2ccccc2)cc(-c2ccccc2)n1	13%[57.1 µM]	0%	-0.2%	-10%	?	4%	9%[57.1 µM]	-1%	?
CCn1c(SCc2ccccc2)nnc1C1CCCCC1	-6%	-4%	0.5%	2%	-20%	-8%	-7%	2%	17%
N#Cc1ccc(OCC(O)CN2CCC(C(O)(c3ccccc3)c3ccccc3)CC2)cc1 (configuration not stated)	12%	12%	-3.6%	2%	-15%	20%	-3%	2%	16%
CCCn1c(SCC(=O)OCc2ccccc2)nc2c1c(=O)n(C)c(=O)n2C	9%	15%	12%	-2%	-6%	33%	-6%	2%	2%
CN(C(=O)c1cccc(NC(=O)Cc2ccc(NC(=O)C3CCN(C(=O)C4CCC4)CC3)cc2)c1)C1CCC1	-4%	-1%	.	-3%	-32%	1%	-7%	-5%	3%
CCN1CCN(Cc2c(O)ccc3c(C)cc(=O)oc23)CC1	?	2%	14%	0%	-20%	-5%	896%[activator]	-2%	-14%
Cc1nc(NC(=O)CSc2nnc(C3CC3)n2C)sc1C(=O)N(C)C	15%	-10%	-1.0%	5%	-15%	-10%	5%	0%	0%
O=C(c1ccco1)N1CCN(/C(=N/S(=O)(=O)c2cccs2)c2ccccc2Cl)CC1	-23%	3%	1.3%	-4%	-14%	17%	-5%	-3%	15%
CCOc1c(OC(C)=O)ccc(/C=C/c2ccc3cccc(OC)c3n2)c1[N+](=O)[O-]	0%	2%	-0.3%	-8%	-19%	-37%	-5%	0%	-19%

Whole records from above. Order of values: TrxR1 inh, IDH1 R132H inh, RXFP1 ag, Vif-APOBEC3F blk, USP1-UAF1 inh, RGS4 inhibitor, TrxR1 substrate, Vif-A3G inh, ALOX12 inh
CN(N)c1nc(-c2ccccc2)cc(-c2ccccc2)n1 is listed as 13%[57.1 µM], 0%, -0.2%, -10%, ?, 4%, 9%[57.1 µM], -1%, ?
CCN1CCN(Cc2c(O)ccc3c(C)cc(=O)oc23)CC1 is listed as ?, 2%, 14%, 0%, -20%, -5%, 896%[activator], -2%, -14%
CCCn1c(SCC(=O)OCc2ccccc2)nc2c1c(=O)n(C)c(=O)n2C is listed as 9%, 15%, 12%, -2%, -6%, 33%, -6%, 2%, 2%

Continued:
SMILES	TrxR1 inh	IDH1 R132H inh	RXFP1 ag	Vif-APOBEC3F blk	USP1-UAF1 inh	RGS4 inhibitor	TrxR1 substrate	Vif-A3G inh	ALOX12 inh
CCn1c(SCC(=O)Nc2nccs2)nnc1-c1ccncc1	19%	14%	0.5%	6%	-17%	-20%	8%	-1%	0%
NS(=O)(=O)c1ccc(N2CCCC2=O)c([N+](=O)[O-])c1	10%[57.1 µM]	-4%	0.7%	2%	0%	?	11%[57.1 µM]	-1%	2%
COc1ccc(CC2NCCC3=CC(=O)CCC32)cc1O (configuration not stated)	-17%	.	.	6%	.	10%	-5%	2%	-5%
CCN1CCCC1CNC(=O)CN(C)S(=O)(=O)c1ccc(Cl)cc1 (configuration not stated)	8%	5%	6.6%	-2%	-16%	8%	3%	2%	0%
O=C(c1cc2ccccc2cc1O)N1CCN(c2ccccn2)CC1	9%	3%	1.0%	-14%	7%	-29%	0%	0%	-10%
Cc1ccc(NC(=O)CSc2nnc(COc3ccc(Cl)cc3)o2)c(C)c1	3%	-10%	1.1%	5%	6%	-1%	1%	-8%	-1%
CC(C)CCC1(C)NC(=O)N(CC(=O)c2ccc[nH]2)C1=O (configuration not stated)	1%[57.1 µM]	-4%	-1.1%	-43%	-1%	5%	-1%[57.1 µM]	-1%	-23%
Cc1ccc(-c2nc3cnccn3c2Nc2ccc3c(c2)OCO3)o1	-46%	-3%	0.8%	0%	-7%	-36%	6%[57.1 µM]	7%	?
Cc1cc(C)c2nc(NC(=O)c3ccco3)sc2c1	2%	-7%	3.4%	-8%	-6%	29%	-1%	-9%	17%
c1ccc(NC2=Nc3ccccc3CS2)cc1	-2%[57.1 µM]	-7%	2.1%	7%	-12%	5%	12%[57.1 µM]	1%	15%
COC(=O)c1scc(-c2ccc(C)cc2)c1S(=O)(=O)Nc1cccc(Cl)c1C	17%[57.1 µM]	1%	-2.0%	2%	-6%	13%	-6%[57.1 µM]	4%	-22%
Cc1ccc(NC(=O)CN(C)C(=O)CSc2nncn2C)cc1	-8%[57.1 µM]	-5%	-0.4%	0%	2%	?	-1%[57.1 µM]	-1%	24%
N#Cc1c(NC(=O)CSc2nc(-c3ccccc3)cc(C(F)(F)F)n2)sc2c1CCC2	-7%	7%	4.0%	6%	-17%	-46%	-7%	-6%	-14%
O=C(CCc1ccccc1F)N1CCN(c2ccccc2)CC1	9%	-1%	0.4%	-1%	-25%	7%	0%	0%	0%
COc1cccc2c1OCC(C(=O)NCc1ccc(Cl)cc1Cl)=C2	5%	-4%	-0.6%	-9%	-17%	0%	0%	-1%	-3%
Cc1cccc(C(=O)Nc2ccccc2C(=O)NCc2ccco2)c1	-3%	-2%	1.7%	3%	-6%	-3%	-9%	-6%	?
COc1cccc(-c2ncc3ccccc3c2COC(=O)c2ccccc2C(=O)O)c1	-3%	-16%	1.3%	-3%	-35%	-5%	5%	-1%	-21%
O=C(Nn1c(-c2ccncc2)nc2ccccc2c1=O)c1ccccc1Br	9%[57.1 µM]	7%	1.8%	10%	-17%	3%	3%[57.1 µM]	0%	2%
Cc1ccc(C)c(NC(=O)CCN2CCc3ccccc3C2)c1	13%	17%	0.6%	-14%	-34%	-20%	7%	0%	-2%
COc1ccccc1CNC(=O)Cn1ncc2c3ccccc3n(Cc3ccccc3C)c2c1=O	6%	-6%	-2.5%	2%	-16%	30%	-2%	0%	-7%
CN(CC(=O)N1CCN(c2ccccc2F)CC1)S(=O)(=O)c1cnc[nH]1	4%	0%	-0.2%	-2%	-2%	-2%	4%[57.1 µM]	0%	1%
CCN(CC)CCCNc1nc2cc(OC)c(OC)cc2c2nc(-c3cccnc3)nn12	8%	5%	1.0%	9%	-13%	-21%	6%	4%	24%
CCOC(=O)N1CCC(NC(=S)Nc2ccc3nc(N4CCN(CC)CC4)cc(C)c3c2)CC1	?	-14%	0.0%	-21%	-5%	25%[11.4 µM]	10%	1%	-3%
Cc1cccc([C@@H]2[C@@H]3C(=O)N(Cc4ccccc4)C(=O)[C@@H]3[C@]3(Cc4ccc(Cl)cc4)C(=O)N(c4cccc(Br)c4)C(=O)N23)c1	30%[57.1 µM]	-16%	0.1%	2%	-27%	-8%	-4%[57.1 µM]	-8%	1%
CCC(=O)c1ccc(OC(C)C(=O)NC2(C#N)CCCCC2)cc1 (configuration not stated)	16%	4%	-1.0%	5%	-23%	-8%	4%	-2%	-22%
CCCOc1ccc(N2CC(C(=O)NCCc3ccc(OC)c(OC)c3)CC2=O)cc1 (configuration not stated)	11%[57.1 µM]	0%	-1.7%	-19%	-19%	-11%	10%[57.1 µM]	-3%	12%
Cc1ccc(NC(=O)COc2ccccc2)c(NC(=O)c2ccccc2C)c1	-4%	-1%	.	-5%	0%	-17%	-1%	0%	4%
Cc1cc2nccc(-c3cccnc3)n2n1	17%[57.1 µM]	-5%	14%	7%	8%	16%	-6%[57.1 µM]	1%	0%
Cc1cccn2c(=O)c(/C=C(\C#N)C(=O)NC3CCS(=O)(=O)C3)c(Oc3ccc(F)cc3)nc12 (configuration not stated)	-18%	-6%	8.0%	-2%	-26%	?	34%	4%	?
CCCCN(CCCC)c1nc(OC)nc(-n2nnc(C(C)=O)c2C)n1	7%	3%	-0.2%	1%	-22%	-11%	-2%	-1%	5%
CCc1nnc(NC(=O)c2ccc(S(=O)(=O)N3CCCCC3)cc2)s1	2%[57.1 µM]	-2%	16%	5%	-21%	15%	-3%	0%	-3%
N=c1n(CCc2ccccc2)c2ccccc2n1Cc1ccccc1F	-3%	0%	-0.1%	-7%	-9%	-4%	-5%	0%	-1%
COc1ccc(-c2ccnc3c(Br)c(C)nn23)cc1	13%	1%	0.3%	-3%	-28%	-1%	3%	-7%	?
COc1ccc(NC(=O)C(CCS(C)(=O)=O)NC(C)=O)cc1 (configuration not stated)	9%[57.1 µM]	-1%	2.0%	7%	-17%	-34%[11.4 µM]	-8%[57.1 µM]	0%	-7%
O=C(O)CC1S/C(=N/N=C/c2ccc([N+](=O)[O-])cc2)N(c2ccc(O)cc2)C1=O (configuration not stated)	8%[57.1 µM]	-6%	0.8%	-4%	?	-52%	-6%[57.1 µM]	1%	-4%
Cc1ccc(-n2c(SCC(=O)Nc3ccc(C(=O)O)cc3)nnc2-c2ccncc2)cc1	0%	7%	-0.7%	1%	-10%	-8%	-6%	0%	-5%
